From PubChem
eLon inh – inhibits E. coli Lon protease; actives 0.42% (n = 360,000); P0A9M0; AID 602123; inhibition, % at 7.94 µM; purified E. coli Lon protease, fluorescence polarization; in the data active = inhibition above about 13%, passing the limit was not always enough;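 note: 0% = enzyme with probe and DMSO and 100% = no enzyme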
bovine MsrA act – bovine methionine sulfoxide reductase A activation | purified bovine MsrA, absorbance read-out | AID 602163 | actives 0.3% (n = 360,000) | activation, % at 10.6 µM; in the data active = activation above about 7.5%;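 note: 0% = vehicle and 100% = reference activator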
Rin1 Abl inh – blocks binding of human Rin1 to Abl; TR-FRET Rin1/Abl binding, biochemical; inhibition, % at 7.35 µM; actives 0.4% (n = 360,000); in the data active = inhibition above about 5%, passing the limit was not always enough
MLLE-PAM2 inh – blocks PAM2 peptide binding to the PABP1 MLLE domain | P11940 | inhibition, % at 20 µM | actives 0.36% (n = 360,000) | GST-MLLE / FITC-PAM2 fluorescence polarization; in the data active = inhibition above about 35%, passing the limit was not always enough;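 note: plate controls were DMSO wells with GST-MLLE for no effect and wells lacking GST-MLLE protein for full effect; some results filed as inactive read as strong as hits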
TbMetRS inhib – blocks T. brucei methionyl-tRNA synthetase activity. purified T. brucei MetRS, ATP depletion, Kinase-Glo luminescence. inhibition, % at 11.9 µM. actives 0.4% (n = 360,000). AID 624268;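 active = inhibition above a per-plate cutoff of the control wells' mean inhibition plus 3 SD, cut at about 5.5% in these data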;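 note: 0% = DMSO wells median and 100% = median of wells with control inhibitor compound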
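System: purified T. brucei MetRS enzyme / Detection: Kinase-Glo luciferase luminescence reporting remaining unconsumed ATP / Medium: HEPES buffer with MgCl2, KCl, DTT, spermine, BSA, pyrophosphatase / Replication: singlicate, one well per compound / Evaluation: percent inhibition relative to median high and low control wells / Schedule: 2 h aminoacylation at 25 °C after 15 min preincubation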
Neddylation inh – blocks human cullin neddylation; AID 651699; actives 0.58% (n = 360,000); P61081+Q13564; TR-FRET cullin neddylation, biochemical; calls only at 25 µM; in the data active = inhibition above about 36%
Target sequence (P61081 whole entry, looked up): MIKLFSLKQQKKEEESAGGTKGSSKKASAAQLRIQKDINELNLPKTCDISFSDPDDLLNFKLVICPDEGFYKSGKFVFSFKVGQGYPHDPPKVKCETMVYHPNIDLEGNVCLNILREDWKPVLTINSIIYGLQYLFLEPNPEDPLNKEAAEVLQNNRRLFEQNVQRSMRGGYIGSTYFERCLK
Target sequence (Q13564 whole entry, looked up): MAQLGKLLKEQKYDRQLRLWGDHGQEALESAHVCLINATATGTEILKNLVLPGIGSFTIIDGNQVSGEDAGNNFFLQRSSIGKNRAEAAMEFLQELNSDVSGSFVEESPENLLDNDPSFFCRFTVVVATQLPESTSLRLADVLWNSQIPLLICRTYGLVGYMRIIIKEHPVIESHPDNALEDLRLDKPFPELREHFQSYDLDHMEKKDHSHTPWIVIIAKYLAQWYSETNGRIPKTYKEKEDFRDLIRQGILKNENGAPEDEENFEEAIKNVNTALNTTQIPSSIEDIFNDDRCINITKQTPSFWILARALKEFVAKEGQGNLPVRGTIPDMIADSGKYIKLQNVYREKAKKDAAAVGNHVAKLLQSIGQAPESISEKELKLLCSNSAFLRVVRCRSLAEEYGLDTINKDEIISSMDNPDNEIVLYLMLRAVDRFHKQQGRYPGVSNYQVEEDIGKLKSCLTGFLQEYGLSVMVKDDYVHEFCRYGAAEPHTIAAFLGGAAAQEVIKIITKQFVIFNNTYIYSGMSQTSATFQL
CSN inh – inhibitors of human CSN-mediated cullin deneddylation. actives 0.38% (n = 360,000). AID 651999. inhibition, % at 12.5 µM. Purified CSN, SCF-Nedd8-OG deneddylation, fluorescence polarization;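 active = pattern-corrected inhibition above about 35%, with an unprinted fluorescence ratio check between 0.5 and 1.5, limit read from the data, passing the limit was not always enough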;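 note: 0% = enzyme with substrate and 100% = substrate without enzyme; some results filed as inactive read as strong as hits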
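Test system: purified human Csn5 enzyme expressed in HEK293T cells. Amount: 0.24 nM enzyme. Reagent: SCFSkp2-Nedd8OG substrate at 10 nM final. Schedule: 90 min incubation of compound, enzyme and substrate at room temperature. Detection: fluorescence polarization. Read-out: % inhibition of substrate cleavage by Csn5.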
MsrA inh – inhibitors of bovine MsrA; purified bovine MsrA, absorbance read-out; inhibition, % at 15.5 µM; actives 0.75% (n = 360,000); in the data active = inhibition above about 4.5%;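 note: 0% = vehicle wells with enzyme and 100% = reference inhibitor wells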
FAS TE block – inhibitors of human fatty acid synthase thioesterase domain; recombinant FAS-TE, OMFH fluorogenic substrate, fluorescence endpoint; P49327; actives 0.67% (n = 360,000); inhibition, % at 15 µM;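 active = compounds whose normalised, plate-corrected inhibition of enzyme fluorescence in the single-dose primary screen is 50% or more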;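 note: 0% = DMSO with enzyme and 100% = substrate without enzyme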
* marks the source's active call; other numbers are inactive results.

OCC[C@H]1C[C@H](O)[C@@H](O)[C@]2(CCc3ccccc3CO2)O1 was read as eLon inh 1, bovine MsrA act -9, Rin1 Abl inh -2, MLLE-PAM2 inh 13, TbMetRS inhib -0.3, Neddylation inh inactive, CSN inh -4, MsrA inh -0.5 and FAS TE block -12.
Screening COc1ccc(N2CCC(CNC(=S)Nc3c(C)cc(C)cc3C)C2)cc1 (stereo not drawn) returned eLon inh -5, bovine MsrA act -2, Rin1 Abl inh -5, MLLE-PAM2 inh -1, TbMetRS inhib -0.3, Neddylation inh inactive, CSN inh 5, MsrA inh -0.2 and FAS TE block -40.
Screening Cc1ccc(-n2c(=S)sc3c(=O)n(-c4ccc(F)cc4)c(SCC(=O)O)nc32)cc1C returned eLon inh -3, bovine MsrA act -6, Rin1 Abl inh 2, MLLE-PAM2 inh 3, TbMetRS inhib -0.9, Neddylation inh inactive, CSN inh 4, MsrA inh 5.3* and FAS TE block -7.
For COCCN1C[C@@H](CO)O[C@@H](n2cnc3c(NCCCO)ncnc32)C1 the results were eLon inh -1, bovine MsrA act -1, Rin1 Abl inh -5, MLLE-PAM2 inh 1, TbMetRS inhib -0.2, Neddylation inh inactive, CSN inh 0, MsrA inh 0.5 and FAS TE block -3.
Screening Nc1cc[n+](CC(=O)c2ccc3c(c2)OCCO3)cc1 returned eLon inh -6, bovine MsrA act -4, Rin1 Abl inh 1, MLLE-PAM2 inh -14, TbMetRS inhib -0.4, Neddylation inh inactive, CSN inh -3, MsrA inh 0.3 and FAS TE block -9.
For CCCCn1c(N)c(N(C)C(=O)c2cccc(-n3cnnn3)c2)c(=O)[nH]c1=O the results were eLon inh -10, bovine MsrA act -4, Rin1 Abl inh 3, MLLE-PAM2 inh -55, TbMetRS inhib -0.1, Neddylation inh inactive, CSN inh -3, MsrA inh -1.1 and FAS TE block -2.
`Cc1nc(CCNC(=O)Cc2ccc(F)cc2)cs1` gave eLon inh -4, bovine MsrA act 8, Rin1 Abl inh 5, MLLE-PAM2 inh -4, TbMetRS inhib 0.2, Neddylation inh inactive, CSN inh -7, MsrA inh 0.5 and FAS TE block -9.
O=C1CCC/C=C\C[C@H](CC(=O)N(CCO)Cc2ccccc2)C(=O)N2CCC[C@@H]2CO1 was read as eLon inh -12, bovine MsrA act -1, Rin1 Abl inh 1, MLLE-PAM2 inh -6, TbMetRS inhib -0.2, Neddylation inh inactive, CSN inh 0, MsrA inh -0.9 and FAS TE block -6.
COc1cc(NC(=O)Nc2ccccc2OC)c(OC)cc1NC(=O)CN1CCCCC1 was read as eLon inh 0, bovine MsrA act 3, Rin1 Abl inh -1, MLLE-PAM2 inh 4, TbMetRS inhib 0.2, Neddylation inh inactive, CSN inh -6, MsrA inh 0.8 and FAS TE block 15.
`Fc1ccccc1N1CCN(C2CCCN(Cc3ccccc3C(F)(F)F)C2)CC1` (stereo not drawn) gave eLon inh -6, bovine MsrA act -2, Rin1 Abl inh 2, MLLE-PAM2 inh 9, TbMetRS inhib -1.2, Neddylation inh inactive, CSN inh -3, MsrA inh 1.6 and FAS TE block 24.
For Cc1ncc(CO)c(CO)c1O the results were eLon inh -2, bovine MsrA act 7, Rin1 Abl inh 0, MLLE-PAM2 inh -9, TbMetRS inhib -0.3, Neddylation inh inactive, CSN inh -2, MsrA inh 0.2 and FAS TE block -5.
`Cc1ccc(Cn2ccc(NC(=O)c3nn(C)cc3Cl)n2)cc1` gave eLon inh -3, bovine MsrA act -5, Rin1 Abl inh -2, MLLE-PAM2 inh 8, TbMetRS inhib -0.2, Neddylation inh inactive, CSN inh -6, MsrA inh 2.0 and FAS TE block -7.
Screening COc1ccc(-c2cc(C(=O)Nc3cc(OC)c(OC)c(OC)c3)no2)cc1 returned eLon inh -3, bovine MsrA act -1, Rin1 Abl inh 3, MLLE-PAM2 inh -14, TbMetRS inhib -0.2, Neddylation inh inactive, CSN inh -1, MsrA inh -0.1 and FAS TE block -1.
For COCC(C)n1c(SCC(=O)NC2CCCCC2)nc2ccccc2c1=O (stereo not drawn) the results were eLon inh -11, bovine MsrA act -2, Rin1 Abl inh -1, MLLE-PAM2 inh -13, TbMetRS inhib -0.1, Neddylation inh inactive, CSN inh -2, MsrA inh 0.0 and FAS TE block -6.
CC1CN(S(=O)(=O)c2ccc(C(=O)NCCCn3ccnc3)cc2)CC(C)O1 (stereo not drawn) was read as eLon inh -6, bovine MsrA act -2, Rin1 Abl inh 4, MLLE-PAM2 inh -17, TbMetRS inhib -0.4, Neddylation inh inactive, CSN inh -24, MsrA inh 1.2 and FAS TE block -4.
Screening COc1cc(C(C(=O)NC2CCCCC2)N(Cc2ccco2)C(=O)c2cnccn2)cc(OC)c1OC (stereo not drawn) returned eLon inh 5, bovine MsrA act 1, Rin1 Abl inh 1, MLLE-PAM2 inh -12, TbMetRS inhib -0.5, Neddylation inh inactive, CSN inh 3, MsrA inh 1.5 and FAS TE block -4.
Screening O=C(Nc1ccncc1)c1ccc(N2CCCC2=O)cc1 returned eLon inh -3, bovine MsrA act -8, Rin1 Abl inh 2, MLLE-PAM2 inh 0, TbMetRS inhib -0.5, Neddylation inh inactive, CSN inh -1, MsrA inh -0.4 and FAS TE block -7.
Screening Cc1[nH]c2ccccc2c1SCC(=O)N1CCCCC1 returned eLon inh 12, bovine MsrA act -2, Rin1 Abl inh 2, MLLE-PAM2 inh 4, TbMetRS inhib 0.0, Neddylation inh inactive, CSN inh -2, MsrA inh 1.1 and FAS TE block -4.
For COC(=O)C1(S(=O)(=O)c2cccc3nsnc23)CC1 the results were eLon inh 8, bovine MsrA act -3, Rin1 Abl inh -3, MLLE-PAM2 inh -7, TbMetRS inhib -0.6, Neddylation inh inactive, CSN inh 3, MsrA inh 0.0 and FAS TE block -1.
CCCCCN(C(=O)CCC(=O)OC(C)C(=O)c1ccc(Cl)cc1)c1c(N)n(CCCC)c(=O)[nH]c1=O (stereo not drawn) was read as eLon inh 3, bovine MsrA act 0, Rin1 Abl inh 2, MLLE-PAM2 inh 8, TbMetRS inhib -0.4, Neddylation inh inactive, CSN inh 2, MsrA inh 0.1 and FAS TE block 7.

An excerpt from above in order of count of non-hydrogen atoms, largest number first.
CCCCCN(C(=O)CCC(=O)OC(C)C(=O)c1ccc(Cl)cc1)c1c(N)n(CCCC)c(=O)[nH]c1=O (stereo not drawn) was read as eLon inh 3, bovine MsrA act 0, Rin1 Abl inh 2, MLLE-PAM2 inh 8, TbMetRS inhib -0.4, Neddylation inh inactive, CSN inh 2, MsrA inh 0.1 and FAS TE block 7.
For COCC(C)n1c(SCC(=O)NC2CCCCC2)nc2ccccc2c1=O (stereo not drawn) the results were eLon inh -11, bovine MsrA act -2, Rin1 Abl inh -1, MLLE-PAM2 inh -13, TbMetRS inhib -0.1, Neddylation inh inactive, CSN inh -2, MsrA inh 0.0 and FAS TE block -6.
For COCCN1C[C@@H](CO)O[C@@H](n2cnc3c(NCCCO)ncnc32)C1 the results were eLon inh -1, bovine MsrA act -1, Rin1 Abl inh -5, MLLE-PAM2 inh 1, TbMetRS inhib -0.2, Neddylation inh inactive, CSN inh 0, MsrA inh 0.5 and FAS TE block -3.

The results go on:
Screening COc1cc(/C(=C/c2ccccc2)c2ccccc2)c2c(c1)oc1ccccc12 returned eLon inh -4, bovine MsrA act 0, Rin1 Abl inh 2, MLLE-PAM2 inh 6, TbMetRS inhib -0.1, Neddylation inh active, CSN inh 4, MsrA inh 1.0 and FAS TE block 23.
COc1ccc(C2N(c3ccc(C)cc3)CCN2c2ccc(C)cc2)cc1O was read as eLon inh 5, bovine MsrA act -2, Rin1 Abl inh -3, MLLE-PAM2 inh 10, TbMetRS inhib 0.1, Neddylation inh inactive, CSN inh 0, MsrA inh 0.4 and FAS TE block 29.
`O=C(O)/C=C/C(=O)N1CCc2ccccc21` gave eLon inh -2, bovine MsrA act -7, Rin1 Abl inh -1, MLLE-PAM2 inh 10, TbMetRS inhib -0.5, Neddylation inh inactive, CSN inh -5, MsrA inh -0.4 and FAS TE block -4.
Cc1nc(COC(=O)c2cc(O)c3ccccc3c2O)cs1 was read as eLon inh -5, bovine MsrA act -5, Rin1 Abl inh 0, MLLE-PAM2 inh 25, TbMetRS inhib -0.9, Neddylation inh inactive, CSN inh 4, MsrA inh 0.7 and FAS TE block 14.
For Cc1cccc(C)c1NC(=S)NCCCN1CCCC1=O the results were eLon inh -4, bovine MsrA act -9, Rin1 Abl inh -3, MLLE-PAM2 inh 7, TbMetRS inhib -1.2, Neddylation inh inactive, CSN inh 0, MsrA inh 0.2 and FAS TE block -9.
For Cc1ccc(Cn2nnc3c(=O)[nH]c(C(=O)NCc4ccco4)nc32)cc1 the results were eLon inh -4, bovine MsrA act -3, Rin1 Abl inh -4, MLLE-PAM2 inh 23, TbMetRS inhib 0.3, Neddylation inh inactive, CSN inh 0, MsrA inh -0.1 and FAS TE block -2.
`O=C(Nc1ccc2c(c1)OCCO2)C1CCCN(c2ncccn2)C1` (stereo not drawn) gave eLon inh -1, bovine MsrA act 0, Rin1 Abl inh -5, MLLE-PAM2 inh 3, TbMetRS inhib -0.4, Neddylation inh inactive, CSN inh 4, MsrA inh 0.3 and FAS TE block -5.
For O=C1NCCN1c1ncc([N+](=O)[O-])s1 the results were eLon inh -2, bovine MsrA act -1, Rin1 Abl inh -6, MLLE-PAM2 inh 16, TbMetRS inhib -0.8, Neddylation inh inactive, CSN inh -7, MsrA inh 3.8 and FAS TE block -4.

Of the compounds above, these contain fluorine:
Screening Cc1ccc(-n2c(=S)sc3c(=O)n(-c4ccc(F)cc4)c(SCC(=O)O)nc32)cc1C returned eLon inh -3, bovine MsrA act -6, Rin1 Abl inh 2, MLLE-PAM2 inh 3, TbMetRS inhib -0.9, Neddylation inh inactive, CSN inh 4, MsrA inh 5.3* and FAS TE block -7.
`Cc1nc(CCNC(=O)Cc2ccc(F)cc2)cs1` gave eLon inh -4, bovine MsrA act 8, Rin1 Abl inh 5, MLLE-PAM2 inh -4, TbMetRS inhib 0.2, Neddylation inh inactive, CSN inh -7, MsrA inh 0.5 and FAS TE block -9.
`Fc1ccccc1N1CCN(C2CCCN(Cc3ccccc3C(F)(F)F)C2)CC1` (stereo not drawn) gave eLon inh -6, bovine MsrA act -2, Rin1 Abl inh 2, MLLE-PAM2 inh 9, TbMetRS inhib -1.2, Neddylation inh inactive, CSN inh -3, MsrA inh 1.6 and FAS TE block 24.
